# Runt-SMMHC FRET: blocks binding of human RUNX1 Runt domain to CBFb-SMMHC; Cerulean-Runt/Venus-CBFb-SMMHC FRET ratio 530/480, 1 h; inhibition, % at 20 µM; 0.74% of 220,000 active; AID 1434;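 active = mean inhibition across duplicate retests at 20 µM reaching about 50%, limit read from the data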;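 note: 0% = DMSO wells and 100% = wells with excess untagged CBFb-SMMHC; inhibitors lower the FRET ratio by blocking Runt binding to CBFb-SMMHC; some results filed as inactive read as strong as hits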
# Target sequence (Q01196 whole entry, looked up, the tested form may be a part): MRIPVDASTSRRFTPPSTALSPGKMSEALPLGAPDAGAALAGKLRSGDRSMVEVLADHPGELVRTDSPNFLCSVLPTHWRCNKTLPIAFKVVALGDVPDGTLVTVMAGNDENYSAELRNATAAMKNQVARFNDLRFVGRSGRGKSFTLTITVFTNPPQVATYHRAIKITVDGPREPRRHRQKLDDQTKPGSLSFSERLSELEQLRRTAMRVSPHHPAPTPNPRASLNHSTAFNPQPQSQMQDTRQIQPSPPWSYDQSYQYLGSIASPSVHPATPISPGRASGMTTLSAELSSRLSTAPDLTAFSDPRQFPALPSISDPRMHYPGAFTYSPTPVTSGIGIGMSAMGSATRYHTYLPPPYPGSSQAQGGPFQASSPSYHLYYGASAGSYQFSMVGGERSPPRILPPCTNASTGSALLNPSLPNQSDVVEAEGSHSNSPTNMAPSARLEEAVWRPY
# Target sequence (Q13951 whole entry, looked up, the tested form may be a part): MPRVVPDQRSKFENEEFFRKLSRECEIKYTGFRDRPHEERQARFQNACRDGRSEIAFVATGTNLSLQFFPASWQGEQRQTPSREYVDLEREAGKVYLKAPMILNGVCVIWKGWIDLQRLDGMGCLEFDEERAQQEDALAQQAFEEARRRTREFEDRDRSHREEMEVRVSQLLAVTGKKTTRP
# 14-3-3 Bad PPI: disrupts binding of bovine 14-3-3 zeta to phospho-Bad peptide | P63103 | TR-FRET 14-3-3zeta/Dy647-pBad peptide displacement, 1 h | inhibition, % at 21.7 µM | 0.71% of 220,000 active | AID 781;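 active = inhibition above about 70%, limit read from the data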;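 note: 0% = full 14-3-3 plus peptide FRET controls and 100% = background without 14-3-3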
# TbHK1 inh: blocks Trypanosoma brucei hexokinase 1 activity | inhibition, % at 10 µM | 0.11% of 220,000 active | recombinant TbHK1, G6PDH-coupled NADH A340;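 active = inhibition of 50% or more in the single-dose primary screen; inactive = inhibition below 50%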
# L929 necroptosis: blocks zVAD induced death of L929 cells; viability rescue, % at 10 µM; L929 zVAD necroptosis rescue, ATP luminescence, 24 h; with zVAD 60 µM; 0.38% of 220,000 active; AID 1377;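 active = activation, scaled between plate controls, above about 75%, limit read from the data; inactive = activation under that limit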;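 note: 0% = zVAD with DMSO and 100% = DMSO alone without zVAD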
# NCF1 inh: p47phox (human) inhibition; AID 1274; p47phox/p22phox peptide binding, fluorescence polarization, 2 h; 0.53% of 220,000 active; inhibition, % at 24.7 µM;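 active = inhibition above about 30%, limit read from the data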;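 note: 0% = p47phox with labelled peptide and 100% = labelled peptide alone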
# Target sequence (P14598 whole entry, looked up): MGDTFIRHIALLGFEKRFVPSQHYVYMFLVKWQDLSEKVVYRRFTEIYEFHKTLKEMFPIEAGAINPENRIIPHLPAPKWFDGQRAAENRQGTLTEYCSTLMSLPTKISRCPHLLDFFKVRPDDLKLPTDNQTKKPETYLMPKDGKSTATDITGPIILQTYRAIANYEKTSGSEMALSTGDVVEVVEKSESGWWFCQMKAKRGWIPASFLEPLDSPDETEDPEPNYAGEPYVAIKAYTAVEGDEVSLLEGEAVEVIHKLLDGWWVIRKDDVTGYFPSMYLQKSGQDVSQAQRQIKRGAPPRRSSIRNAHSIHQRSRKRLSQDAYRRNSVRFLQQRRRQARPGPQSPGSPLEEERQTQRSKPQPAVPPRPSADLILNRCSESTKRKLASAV
# EBV gp42 block: inhibitors of Epstein-Barr virus glycoprotein 42. Q1HVG2. Fluorescence polarization binding assay, mP read-out. inhibition, % (tested at 21.74 µM). 0.42% of 220,000 active. AID 1085; in the data active = inhibition above about 50%
# Hck Nef HTS: inhibitors of human Hck kinase activated by Nef. Recombinant Hck-YEEI plus Nef, Z-Lyte FRET kinase assay. inhibition, % at 20 µM. 0.68% of 220,000 active;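 active = Hck-Nef kinase inhibition above about 50%, limit read from the data; inactive = inhibition below that limit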;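 note: 0% = DMSO with Hck plus Nef and 100% = Hck alone without Nef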
# Runt-CBFb FRET: blocks binding of human RUNX1 Runt domain to CBFb. Cerulean-Runt/Venus-CBFb FRET ratio 530/480, 1 h. inhibition, % at 20 µM. AID 1496. 0.46% of 220,000 active;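 active = inhibition over about 50% at 20 µM in the single-dose screen, limit read from the data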;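 note: 0% = DMSO wells and 100% = excess unlabeled CBFb competitor control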
#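 Measured by: fluorescence energy transfer, 422 nm excitation, 530/480 nm emission; test system: Cerulean-tagged RUNX1 Runt domain (FRET donor) fusion protein; buffer or medium: Tris pH 7.5 buffer with BSA; compound: one dose, 20 µM compound, 1% DMSO; times: two 1 h room-temperature incubations shielded from light; benchmarks: unlabeled CBFb 5 µM, positive control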
# MDM2 E3 inh: inhibitors of human Mdm2 E3 ubiquitin ligase; cell-based MDM2 ubiquitination luciferase reporter, 2 h; 0 = plate control, 100 = twice control, blank-subtracted; signal enhancement, % at 5 µM; 0.11% of 210,000 active; Q00987; AID 1230;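 active = signal enhancement of 30% or more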;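 note: luminescence tracks abundance of the self-degrading MDM2-luciferase fusion protein; higher signal means inhibition of MDM2 E3 ligase activity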
#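 Test system: stable mammalian line carrying autodegrading MDM2–luciferase fusion reporter; quantity: 2000 cells in each well; times: 4 h cell settling then 2 h compound exposure, 37 °C; detection: luminescence with SteadyLite reagent, 15 min at room temperature; evaluation: percent signal gain over controls, blank-subtracted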
# The depositor's hits bear a star; / = no result given; [ ] = remark or other dose.
SMILES,Runt-SMMHC FRET,14-3-3 Bad PPI,TbHK1 inh,L929 necroptosis,NCF1 inh,EBV gp42 block,Hck Nef HTS,Runt-CBFb FRET,MDM2 E3 inh
Nc1cnc(-c2ccccc2)nc1Cl,2,-19,0,1.0,-13,-17,3,-3,24
CCOC(=O)C1CCN(c2ncnc3c2oc2ccccc23)CC1,1,-6,-5,-0.2,-6,18,3,-3,-22
Cc1ccc(C2C3=C(CCCC3=O)Nc3c2c(C)nn3-c2ccccn2)o1 (stereo not given),-2,-15,-19,-0.5,-4,4,-1,-5,-1
COc1ccccc1N1CC=C(c2cccc([N+](=O)[O-])c2)NC1=O,3,-4,-16,-0.4,5,-9,-1,5,-3
CCOC(=O)c1c(NC(=O)c2ccc(Cl)cc2)csc1C,-1,1,-5,0.7,-22,6,1,0,-3
COCCCN1C(=O)/C(=C\c2cccs2)C(C(=O)OC)=C1C,-1,-17,-9,14,-2,-3,28,-2,-7
O=C1Nc2ccc(S(=O)(=O)N3CCCC3C(=O)O)c3cccc1c23 (stereo not given),4,9,-10,0.7,-6,-9,12,5,-9
CN(C)c1nc(Oc2ccc(=O)n(C)n2)nc(N2CCOCC2)n1,0,9,-1,0.2,-6,-16,-1,2,-16
CCOC(=O)c1nnn(CC(=O)N2N=C(c3ccc(Cl)cc3)CC2c2ccccc2)c1C(=O)OCC (stereo not given),2,2,-8,-0.9,-6,2,1,-2,12
COc1ccc(CN2CCC(CO)(Cc3cccc(C(F)(F)F)c3)CC2)cc1Cn1cccn1,2,-7,16,-0.1,-2,-15,22,-2,13
CN1CCCN(Cc2ccc(Cl)cc2Cl)CC1,-1,/,-3,2.7,-60,-23,1,2,-12
C=CCC(=O)OCC(=O)Nc1ccc(Cl)cn1,0,2,-4,0.7,0,-7,1,2,-8
CCC(Sc1nc(=O)cc(N)n1CCc1ccccc1)C(=O)Nc1cc(C)on1 (stereo not given),-2,0,0,0.3,-14,-7,22,-1,-12
O=c1oc(-c2ccc([N+](=O)[O-])cc2)nc2ccccc12,-6,1,0,1.8,10,-8,21,2,-26
Cc1ccc(C)c(NC(=S)N(C)CCc2ccccn2)c1,-8,-15,27,0.2,-15,6,-1,-2,8
COc1cc(NC(=O)C2CCCN2S(=O)(=O)c2ccc3c(c2)CCC(=O)N3)cc(OC)c1 (stereo not given),-2,13[fluorescence artefact?],1,0.5,0,-2,5,2,-37
O=C(O)c1cccc(Nc2nc(C(F)(F)F)nc3ccccc23)c1,-2,-3,-27,0.8,-10,-9,0,2,-9
CCC(=O)NC(=S)NNC(=O)COc1ccc(Br)cc1,2,-14,5,3.0,1,-11,22,18,12
COc1ccc(-c2nnc(SCc3cc(C)cc(C)c3)o2)cc1,-7,2,4,0.1,-8,-20,0,-3,-12
O=C(CN1CCN(c2ccc(Cl)cc2)CC1)Nc1cccc(F)c1,0,-4,-6,1.1,-14,-10,-1,0,0
CCOC(=O)C1=C(C)NC(SC)=NC1c1ccccc1 (stereo not given),19,29[fluorescence artefact?],-1,0.1,6,-31,4,-2,-6
Cc1nn(-c2ccccc2)c(C)c1/C=N/n1cnnc1,-2,8,2,1.4,-3,-1,5,0,-15
O=C(COC(=O)c1ccc2c(c1)OCCO2)NCCC1=CCCCC1,3,-2[fluorescence artefact?],-3,0.1,-11,-29,1,-2,5
C=C(C)Cn1c(=O)c(NC(=O)c2ccccc2)c2n(c1=S)CCC2,3,-7,-14,0.0,3,-16,-1,-2,-94

# Another view of some results above.
# Order of results: Runt-SMMHC FRET | 14-3-3 Bad PPI | TbHK1 inh | L929 necroptosis | NCF1 inh | EBV gp42 block | Hck Nef HTS | Runt-CBFb FRET | MDM2 E3 inh
CN(C)c1nc(Oc2ccc(=O)n(C)n2)nc(N2CCOCC2)n1
 : 0 | 9 | -1 | 0.2 | -6 | -16 | -1 | 2 | -16
CCOC(=O)c1nnn(CC(=O)N2N=C(c3ccc(Cl)cc3)CC2c2ccccc2)c1C(=O)OCC (stereo not given)
 : 2 | 2 | -8 | -0.9 | -6 | 2 | 1 | -2 | 12
COc1ccc(CN2CCC(CO)(Cc3cccc(C(F)(F)F)c3)CC2)cc1Cn1cccn1
 : 2 | -7 | 16 | -0.1 | -2 | -15 | 22 | -2 | 13
CN1CCCN(Cc2ccc(Cl)cc2Cl)CC1
 : -1 | / | -3 | 2.7 | -60 | -23 | 1 | 2 | -12
C=CCC(=O)OCC(=O)Nc1ccc(Cl)cn1
 : 0 | 2 | -4 | 0.7 | 0 | -7 | 1 | 2 | -8
CCC(Sc1nc(=O)cc(N)n1CCc1ccccc1)C(=O)Nc1cc(C)on1 (stereo not given)
 : -2 | 0 | 0 | 0.3 | -14 | -7 | 22 | -1 | -12
O=c1oc(-c2ccc([N+](=O)[O-])cc2)nc2ccccc12
 : -6 | 1 | 0 | 1.8 | 10 | -8 | 21 | 2 | -26
Cc1ccc(C)c(NC(=S)N(C)CCc2ccccn2)c1
 : -8 | -15 | 27 | 0.2 | -15 | 6 | -1 | -2 | 8
COc1cc(NC(=O)C2CCCN2S(=O)(=O)c2ccc3c(c2)CCC(=O)N3)cc(OC)c1 (stereo not given)
 : -2 | 13[fluorescence artefact?] | 1 | 0.5 | 0 | -2 | 5 | 2 | -37
O=C(O)c1cccc(Nc2nc(C(F)(F)F)nc3ccccc23)c1
 : -2 | -3 | -27 | 0.8 | -10 | -9 | 0 | 2 | -9
CCC(=O)NC(=S)NNC(=O)COc1ccc(Br)cc1
 : 2 | -14 | 5 | 3.0 | 1 | -11 | 22 | 18 | 12
COc1ccc(-c2nnc(SCc3cc(C)cc(C)c3)o2)cc1
 : -7 | 2 | 4 | 0.1 | -8 | -20 | 0 | -3 | -12
O=C(CN1CCN(c2ccc(Cl)cc2)CC1)Nc1cccc(F)c1
 : 0 | -4 | -6 | 1.1 | -14 | -10 | -1 | 0 | 0
CCOC(=O)C1=C(C)NC(SC)=NC1c1ccccc1 (stereo not given)
 : 19 | 29[fluorescence artefact?] | -1 | 0.1 | 6 | -31 | 4 | -2 | -6
Cc1nn(-c2ccccc2)c(C)c1/C=N/n1cnnc1
 : -2 | 8 | 2 | 1.4 | -3 | -1 | 5 | 0 | -15
O=C(COC(=O)c1ccc2c(c1)OCCO2)NCCC1=CCCCC1
 : 3 | -2[fluorescence artefact?] | -3 | 0.1 | -11 | -29 | 1 | -2 | 5
C=C(C)Cn1c(=O)c(NC(=O)c2ccccc2)c2n(c1=S)CCC2
 : 3 | -7 | -14 | 0.0 | 3 | -16 | -1 | -2 | -94

# Next structures.
SMILES,Runt-SMMHC FRET,14-3-3 Bad PPI,TbHK1 inh,L929 necroptosis,NCF1 inh,EBV gp42 block,Hck Nef HTS,Runt-CBFb FRET,MDM2 E3 inh
COc1ccc(S(=O)(=O)NNC(=O)C2Cc3c(ccc4ccccc34)O2)cc1 (stereo not given),0,0,-1,-0.4,-5,-14,0,1,-2
Cc1cc(OCC(=O)Nc2ccc(CN3CCCCC3)cc2)ccc1Cl,-3,-6,9,0.3,-1,0,-9,0,-87
COc1ccccc1/C=C/C(=O)NCC(=O)N/N=C(\CCC(=O)O)c1ccccc1,-2,-4,-6,2.1,0,5,16,2,-10
NC(=O)C1(N2CCCCC2)CCN(C(=O)Nc2ccccc2C(F)(F)F)CC1,-2,10[fluorescence artefact?],5,0.4,-9,-23,11,1,-1
CCOC(=O)C1CCCN(CC(=O)NC2=Nc3ccccc3N=C(C)C2c2ccccc2)C1 (stereo not given),0,-3,-12,-0.6,0,-2,6,-4,-8
COc1ccccc1NS(=O)(=O)c1cc(NC(=O)c2cccs2)ccc1N1CCCCC1,-3,-8,-1,0.1,-15,-5,3,-2,-8
Cc1cc(Br)c2c(c1)C(O)(N1CCCCC1C)C(=O)N2 (stereo not given),0,8[fluorescence artefact?],0,0.8,-11,-8,2,-2,-8
CCn1c(SCC(=O)N2CCN(c3ccccc3)CC2)nnc1-c1ccoc1C,4,-9,2,0.1,-6,-15,0,-2,-23
Cc1cc2cc(C#N)c(N3CCN(S(C)(=O)=O)CC3)nc2cc1C,49,50,-3,1.2,4,12,5,15,4
CCC(=O)N1CCc2cc(S(=O)(=O)CCC(=O)NCCc3ccccc3)ccc21,-9,6,-9,-0.6,-13,-12,1,1,-4
CCN1CCN(C(=S)Nc2cc(C(=O)OC)ccc2C(=O)OC)CC1,14,20,-5,0.1,-9,-3,3,12,-10
c1ccc(N2CCN(c3cnc4ccccc4n3)CC2)cc1,0,-4,-7,1.7,-13,-10,2,1,2
S=C(NCc1ccncc1)NC1CCCCC1,1,-5,2,0.4,-9,-3,9,2,-6
COc1ccc(CN2C(=O)c3ccccc3C2=O)cc1C(=O)OC(C)C(=O)NC(N)=O (stereo not given),6,0,5,0.3,-9,-20,2,-2,7
COC(=O)C1=NNC(C(=O)c2ccco2)C1c1ccc(OC)cc1 (stereo not given),-2,-6,2,32,-1,-12,15,1,3
O=C(CCn1c(=S)oc2ccccc21)Nc1ccc(F)cc1,-4,-5,1,1.1,-3,-13,20,2,-13
Cc1nn(CCOc2ccccc2)c(=O)n1-c1c(F)cccc1F,0,-2,-1,-0.2,0,-1,0,1,12
Cc1cccc(NC(=O)CSc2nc3c(oc4ccccc43)c(=O)n2-c2ccccc2)c1,-1,-3,-2,0.8,-7,-8,2,-3,-11
O=C(CN1C(=O)C2CC=CCC2C1=O)NC1CCCCC1 (stereo not given),0,0,-2,0.9,-9,-6,-5,-1,-5
CSc1ccc(CNC2CC2)cc1,0,6,0,0.1,-8,-8,2,0,-8
O=C(CSc1nnc(-c2cccs2)o1)OC1CCCCC1,1,-7,4,0.1,-2,-3,7,-2,-13
CC1=CCC(C(=O)O)C(C(=O)O)C1 (stereo not given),0,0[fluorescence artefact?],-13,0.0,4,-6,-3,1,3
COc1ccc(CNC(=O)CCn2c(=O)oc3ccccc32)c(OC)c1,-3,11,-3,1.1,6,-2,-3,0,-15
CCC(=O)Nc1cccc2ccccc12,3,-3,-3,2.7,-4,-7,16,1,2
COc1cc(/C=N/Nc2ccccc2[N+](=O)[O-])cc(OC)c1O,23,-10,-13,5.3,3,5,35,33,-8
O=C(C1CCN(S(=O)(=O)c2cnc[nH]2)CC1)N1CCn2c1nc1ccccc12,3,10,-2,0.8,-3,0,-1,-1,-3
Cc1c(O)c(S(=O)(=O)c2ccccc2)c(=O)n(-c2ccccc2)c1-c1ccccc1,0,-4,0,1.0,-2,-11,6,-2,4

# Screening results as filed in PubChem.

# The order is random; about 3.2% have a hit in one of these screens.
